CHT inh = inhibits the human high affinity choline transporter; Q9GZV3; CHT-expressing cells, membrane potential dye, choline response; stronger effect = lower value; B-score at 10 µM; 0.86% of 310,000 active; AID 488975;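 active = B-score over 3 SD under the library average, and starting fluorescence ratio not unusually high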;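 note: choline stimulus applied at its EC90 after an EC20 pre-addition; B-score computed on integrated fluorescence ratio after choline addition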
KCNQ2 inh = KCNQ2 channel blockers in CHO-K1 cells – cell-based, FluxOR thallium flux, B-score, primary screen (AID 2156) | O88943 | 20 min; stronger effect = lower value | B-score at 10 µM | 1.1% of 310,000 active;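 active = fluorescence ratio B-score at most minus 3 library SDs, with starting brightness B-score within 2 library SDs, cut at about -5.5 in these data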
Target sequence (O88943 whole entry, looked up): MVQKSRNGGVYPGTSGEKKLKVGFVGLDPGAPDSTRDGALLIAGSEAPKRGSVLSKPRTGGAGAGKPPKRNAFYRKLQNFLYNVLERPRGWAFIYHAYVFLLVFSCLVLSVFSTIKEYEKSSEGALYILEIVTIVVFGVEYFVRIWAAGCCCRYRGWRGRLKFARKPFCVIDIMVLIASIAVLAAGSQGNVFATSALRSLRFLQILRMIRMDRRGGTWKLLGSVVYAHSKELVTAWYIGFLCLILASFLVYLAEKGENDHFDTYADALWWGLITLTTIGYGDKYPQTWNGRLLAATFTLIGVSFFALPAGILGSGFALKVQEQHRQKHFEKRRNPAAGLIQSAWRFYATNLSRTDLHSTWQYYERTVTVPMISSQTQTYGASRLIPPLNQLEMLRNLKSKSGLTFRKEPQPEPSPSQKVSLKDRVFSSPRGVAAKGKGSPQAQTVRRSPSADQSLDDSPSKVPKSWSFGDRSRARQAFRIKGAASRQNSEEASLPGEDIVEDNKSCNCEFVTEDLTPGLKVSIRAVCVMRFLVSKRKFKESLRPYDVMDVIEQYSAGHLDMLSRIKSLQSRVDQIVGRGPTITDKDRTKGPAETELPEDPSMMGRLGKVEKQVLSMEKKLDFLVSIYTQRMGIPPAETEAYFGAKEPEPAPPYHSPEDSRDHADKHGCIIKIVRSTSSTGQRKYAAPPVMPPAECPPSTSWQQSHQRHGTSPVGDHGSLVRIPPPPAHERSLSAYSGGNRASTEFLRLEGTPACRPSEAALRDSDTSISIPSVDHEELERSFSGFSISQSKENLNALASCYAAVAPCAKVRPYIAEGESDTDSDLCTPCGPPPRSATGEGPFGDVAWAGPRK
Kir21 inh = inhibitors of mouse Kir2.1 inward-rectifier potassium channel; P35561; HEK293-Kir2.1, FluxOR thallium flux fluorescence; stronger effect = lower value; B-score at 10 µM; 0.85% of 310,000 active; AID 1672;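 active = fluorescence ratio B-score at or below minus 3 SD of library scores, with starting-brightness B-score within 2 SD, cut at about -4.2 in these data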;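 note: channel flux triggered by added potassium and thallium sulfate stimulus; B-score of peak minus minimum fluorescence over baseline after thallium stimulus; more negative B-score means stronger Kir2.1 block with less thallium influx; some compounds called inactive have numbers as strong as hits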
An asterisk follows results filed as active; i = inactive; & = joins results of further samples.

CHT inh,KCNQ2 inh,Kir21 inh,smiles
i,i,-1.86,O=C1CCCc2oc3c(cc(NS(=O)(=O)c4ccc5c6c(cccc46)C(=O)N5)c4ccccc43)c21
i,i,0.87,COc1ccccc1N/N=C/c1ccc2c(c1)OCO2
i,i,-0.34,Cc1cc(C(C)(C)C)cc(S(=O)(=O)Nc2cccc(C(=O)O)c2)c1C
i,i,1.89,COC(=O)C(C)n1cnc2c(cnn2-c2ccc(Cl)cc2)c1=O (configuration not stated)
i,i,-0.29,Cc1ccc(C2=NN(C(=O)CN3C(=O)c4ccccc4S3(=O)=O)C(c3ccco3)C2)cc1 (configuration not stated)
i,i,0.39,CCOC(=O)C1(CCOC)CCN(C/C=C/c2ccccc2OC)CC1
i,i,0.03,Cc1cccc(Oc2coc3cc(OC(=O)c4cc5ccccc5oc4=O)ccc3c2=O)c1
i,i,-0.06,Cc1ccccc1C(=O)Nn1cnnc1
i,i,-1.55,Cc1ccc(/C=C2\SC(N3CCN(C(c4ccccc4)c4ccccc4)CC3)=NC2=O)o1
i,i,-1.26,COCCCN1C(=O)C(=O)/C(=C(/O)c2ccc(OC)cc2)C1c1ccc(O)c(OC)c1 (configuration not stated)
i,i,-0.02,Oc1ccc(Cl)cc1-c1cc(-c2cccc(Br)c2)n[nH]1
i,i,0.39,O=C(O)CCC(=O)NNC(=O)c1cccc(Cl)c1
i,i,3.12,CC(=O)NC12CC3CC(C1)CC(C(=O)Nc1nccs1)(C3)C2
i,i,1.59,O=C(c1cc(-c2ccc(Cl)cc2)on1)N1CCN(c2ccc(F)cc2)CC1
i,i,1.09,CCOc1ccc(NC(=O)c2ccccc2NC(=O)CN(C)CC(=O)Nc2ccc(C)cc2)cc1

Compounds listed so far that contain a furan ring, fused or not (three):
CHT inh,KCNQ2 inh,Kir21 inh,smiles
i,i,-1.86,O=C1CCCc2oc3c(cc(NS(=O)(=O)c4ccc5c6c(cccc46)C(=O)N5)c4ccccc43)c21
i,i,-0.29,Cc1ccc(C2=NN(C(=O)CN3C(=O)c4ccccc4S3(=O)=O)C(c3ccco3)C2)cc1 (configuration not stated)
i,i,-1.55,Cc1ccc(/C=C2\SC(N3CCN(C(c4ccccc4)c4ccccc4)CC3)=NC2=O)o1

Next section
CHT inh,KCNQ2 inh,Kir21 inh,smiles
i,i,-0.65,O=C1c2ccc(-c3nc4ccccc4o3)cc2C(=O)N1Cc1cccnc1
i,i,-0.56,CCc1cc(CNC(=O)c2cccc(OC3CCN(S(C)(=O)=O)CC3)c2)on1
i,i,-0.55,COc1ccc(NC(=O)CSc2nnc(CNC(=O)c3ccco3)o2)cc1
i,i,1.29,COC(=O)c1ccc2nc(NC(=O)CCS(=O)(=O)c3ccccc3)sc2c1
i,i,0.38,COc1ccccc1-n1c(SCC(N)=O)nnc1-c1ccccc1
i,i,0.48,COc1ccccc1CNC(=O)CSc1ccc(C(=O)Nc2ccccc2OC)cc1[N+](=O)[O-]
i,i,2.87,O=S(=O)(Nc1ccc(S(=O)(=O)Nc2cccc3ccccc23)cc1)c1ccccc1
i,i,-2.59,COc1ccccc1C(CNC(=O)C(C)(C)Oc1ccc(Cl)cc1)N1CCCC1 (configuration not stated)
i,i,-1.76,CSc1ccc(C(=O)C2CCCN(Cc3ccc(N4CCNC4=O)cc3)C2)cc1 (configuration not stated)
i,i,0.35,CC(C)OC(=O)/C(=C/c1ccc2c(c1)c1ccccc1n2C)NC(=O)c1ccccc1
i,i,1.85,Brc1cccc(CNCCCN2CCOCC2)c1
i,i,0.01,Cc1oc(C)c(C(=O)O)c1COc1ccc(C(=O)O)cc1
i,i,1.25,COc1cccc(/C=N/NC(=O)CCc2n[nH]c(=O)[nH]c2=O)c1O
i,i,1.08,C#CCOCCOCCOCCNc1nc(N2CCN(C(=O)[C@H](Cc3ccc(O)cc3)n3cc(CCO)nn3)CC2)nc(N2CCN(C(=O)[C@H](Cc3ccc(O)cc3)n3cc(CCO)nn3)CC2)n1
i,i,-1.43,COc1ccc(CCNC(=O)c2cc(=O)c3cc(C)ccc3o2)cc1

Full records from above. Values in the order: CHT inh, KCNQ2 inh, Kir21 inh
COc1ccccc1C(CNC(=O)C(C)(C)Oc1ccc(Cl)cc1)N1CCCC1 (configuration not stated) across the screens: i, i, -2.59
CC(C)OC(=O)/C(=C/c1ccc2c(c1)c1ccccc1n2C)NC(=O)c1ccccc1 across the screens: i, i, 0.35
Cc1oc(C)c(C(=O)O)c1COc1ccc(C(=O)O)cc1 across the screens: i, i, 0.01

Carrying on:
CHT inh,KCNQ2 inh,Kir21 inh,smiles
i,i,2.22,O=C(CSc1nnc(CNc2ccc(F)cc2)o1)c1ccccc1
i,i,0.64,Cc1nc([N+](=O)[O-])cn1CCCCN1C(=O)c2ccccc2C1=O
i,i,0.99,CC(=O)NC(CC(=O)OC(C)C(=O)Nc1ncc(Cl)cc1Cl)c1ccccc1 (configuration not stated)
i,i,-0.09,CCCc1nc(SCC(=O)NC2CC2)c2c(C)c(C)sc2n1
i,i,-1.03,CC(C)(C)N(Cc1ccccc1)C(=O)COC(=O)CSc1ccc([N+](=O)[O-])cc1
i,i,-0.52&-0.47,O=C(O)c1ncc(Cl)c(Cl)c1Cl
i,i,-0.34,Cc1ccc([N+](=O)[O-])cc1NC(=O)CCCOc1ccccc1
i,i,-0.62,Cc1cccc(S(=O)(=O)NC(Cc2c[nH]c3ccccc23)C(=O)O)c1 (configuration not stated)
i,i,0.23,COC(=O)c1cc2c(ccn2-c2ccc(F)cc2)n1Cc1cccc(OC)c1
i,i,-0.04,Cc1ccccc1Cn1cc(NS(=O)(=O)c2cn(C)nc2C)cn1
i,i,-0.01,O=C(c1[nH]ncc1-c1ccc(Cl)cc1)C1CO1 (configuration not stated)
i,i,-0.08,O=C(CSc1n[nH]c(-c2ccccc2)n1)c1ccccc1
i,i,1.28,COC(=O)n1c(SC)nc2ccccc21
i,i,1.65,COc1ccccc1C(=O)N1CCN(C(=O)Cc2ccccc2)CC1
i,i,-1.45,CN1CCN(CCCNC(=O)C2CC(=O)N(C3CCCCC3)C2)CC1 (configuration not stated)
i,i,0.58,Cc1nnc(SCc2cccc(Cl)c2)n(N)c1=O
i,-6.11*,-2.18,COc1ccccc1CNc1cc(CSc2ccc(Cl)cc2)nc(C)n1
i,i,0.98,CCCCn1c(N)c(N(CCC(C)C)C(=O)c2ccc(N3CCCC3=O)cc2)c(=O)[nH]c1=O
i,i,0.26,CCOC(=O)c1cc(/C(C)=N/OC(=O)c2ccc(C(C)(C)C)cc2)on1
i,i,-2.65,Cc1ccc2nc(N(CCCN(C)C)C(=O)c3ccco3)sc2c1
-5.79*,i,-0.07,Cn1c(=O)n(CC(=O)N2CCN(c3nnc(-c4ccccc4)c4ccccc34)CC2)c2ccccc21
i,i,-0.47,O=C(O)c1ccc(S(=O)(=O)c2ccc3c(c2)C(=O)N(NC(=O)c2ccccc2)C3=O)cc1
i,i,-2.01,CCOCCCn1c(=S)[nH]c2cc(C(=O)NCCCN(CC)CC)ccc2c1=O
i,i,2.26,COc1cc(/C=N/NC(=O)Cc2cccs2)c([N+](=O)[O-])cc1OC
i,i,-0.69,Cc1ccc(-c2csc(NCCc3nc4cc(Cl)c(Cl)cc4n3CCCO)n2)cc1
i,i,2.12,COc1cccc(N(CC(=O)NC2CCCC2)C(=O)CCC(=O)Nc2cc(C)on2)c1
i,i,0.15,NS(=O)(=O)c1cccc(NC(=O)c2ccccc2NS(=O)(=O)c2ccc(F)cc2)c1
i,i,-0.59,Cc1ccc(NC(=O)C[n+]2ccccc2)cc1C
i,i,1.27,O=C(c1cc(-c2ccc(Cl)c(Cl)c2)on1)N1CCCCC1
i,i,0.8,CC(C)Oc1nc(-c2ccc(Cl)cc2)nc2ccccc12
i,i,-0.54,O=C(Nc1cccc(Cl)c1)Nc1c[nH]c(=O)[nH]c1=O
i,i,-0.32,COCC(C)NC(=O)COCc1cc(-c2ccc3c(c2)OCO3)on1 (configuration not stated)
i,i,-0.06,COc1cc(C(=S)N2CCOCC2)cc(OC)c1OS(=O)(=O)c1ccc(Cl)cc1
i,i,-0.3,CCOC(=O)CC(=O)CSc1ncnc2c1nnn2-c1ccccc1
i,i,-3.49,CCC(CC)C(=O)NCCCN1CCOCC1
i,i,-2.27,S=C(NCCc1ccccc1)NCC(c1ccco1)N1CCCCC1 (configuration not stated)
i,i,-0.49,O=S(=O)(NCc1cccnc1)c1ccc(Br)s1
i,i,0.79,CCOc1ccc(N(CC(=O)NC2CCCCC2)C(=O)CCC(=O)Nc2cc(C)ccn2)cc1
i,i,1.2,COc1ccc(OC)c2sc(Cl)nc12
i,i,1.95,O=C(c1ccncc1)c1ccc([N+](=O)[O-])cc1
i,i,1.59,O=C(CN1CCOCC1)Nc1ccccc1C(=O)O
i,i,1.41,Cc1cc(C)nc(NC2=NCC(=O)N2c2ccccc2)n1
i,i,-0.19,NS(=O)(=O)c1ccc(NC(=O)COC(=O)c2cnccn2)cc1
i,i,0.45,CCC(C)c1ccc(NC(=O)Nc2cnccn2)cc1 (configuration not stated)
i,i,-1.74,S=C(Nc1ccc(N2CCOCC2)cc1)Nc1ccc2snnc2c1
i,i,-0.06,CCOC(=O)c1sc(NC(=O)CSc2ncccn2)nc1C
i,i,0.03,CCC(C)(C)n1nnnc1C(c1cc(OC)c(OC)c(OC)c1)N1CCN(c2ccccc2)CC1 (configuration not stated)
i,i,1.2,O=C(CC1NC2CCCCC2NC1=O)Nc1ccc2c(c1)OCO2 (configuration not stated)
i,i,2.23,CCOC(=O)C1(CCSC)NC(c2ccco2)C2C(=O)N(CC)C(=O)C21 (configuration not stated)
i,i,0,O=C1[C@H]2[C@H](ON3CCCC[C@H]23)C(=O)N1c1ccc(Cl)cc1
i,-6.04*,1.82,COc1ccc(Oc2cnc3ccccc3n2)cc1
i,i,-0.15,COC(=O)COn1c(-n2nc(C)cc2C)nc2ccccc2c1=O
i,i,1.2,Cc1cccc(NC(=O)c2cccnc2Cl)n1
i,i,-2.23,CCC(C)[C@H](NC(=O)NCc1ccc(S(N)(=O)=O)cc1)C(=O)O (some centres not stated)
i,i,-1.13,CCSc1nnc(NC(=O)C2CCCCC2C(=O)O)s1 (configuration not stated)
i,-7.35*,-1.32,CC1CCC(C(C)C)C(OC(=O)Cn2nnc3c(cnn3-c3ccccc3)c2=O)C1 (configuration not stated)
i,i,-2.11,O=C(Nc1nc2ccc(F)cc2s1)c1ccccn1
i,i,-3.11,CN(C)S(=O)(=O)c1ccc(N2CCCC2)c(C(=O)Nc2nc(-c3ccc(F)c(F)c3)cs2)c1
i,i,1.04,COc1cc(OC)cc(C(=O)N[C@H](C(=O)Nc2nc(-c3cc(OC)ccc3OC)cs2)C(C)C)c1
i,i,-0.51,CS(=O)(=O)c1ccc2nc(NC(=O)C3CCCCC3)sc2c1

3 entries out of the list, ordered by heavy-atom count, smallest number first.
CHT inh,KCNQ2 inh,Kir21 inh,smiles
i,i,1.2,Cc1cccc(NC(=O)c2cccnc2Cl)n1
i,-6.04*,1.82,COc1ccc(Oc2cnc3ccccc3n2)cc1
i,i,-3.11,CN(C)S(=O)(=O)c1ccc(N2CCCC2)c(C(=O)Nc2nc(-c3ccc(F)c(F)c3)cs2)c1

(more compounds)
CHT inh,KCNQ2 inh,Kir21 inh,smiles
i,i,-0.96,CCOC(=O)CN1C(=O)C(=O)N(Cc2c(Cl)cccc2Cl)C1=O
i,i,-2.05,c1coc(CNC2CCCCCCC2)c1
i,i,-1.66,COc1ccc(CN2CCN(Cc3ccc(C)cc3)C(CCO)C2)cc1OC (configuration not stated)
i,i,-0.28,COc1ccc(CN(C)S(=O)(=O)c2nnc(NC(=O)c3cccc(F)c3)s2)cc1OC
i,i,-2.58,COc1ccc(N(CC(=O)NCCc2ccccc2)C(=O)CCC(=O)Nc2nccs2)c(OC)c1
i,i,0.35,CCCNc1nc(C)cc(-c2cc(C(=O)Nc3ccccc3)on2)n1
i,i,1.34,O=C(CCN1C(=O)C2C3C=CC(C3)C2C1=O)Nc1c(F)cccc1F (configuration not stated)
i,i,1.12,O=C(CN1CCCC1)N1CCN(c2ccccc2)CC1
i,i,0.93,CC(=O)CCC(=O)N1CCCC(CNC(=O)c2ccc(-c3ccccc3)cc2)C1 (configuration not stated)
i,i,0.57,Cc1c(NC(=O)CSc2n[nH]c(=O)n2-c2ccccc2)c(=O)n(-c2ccccc2)n1C
i,i,-0.65,Cc1cccc(S(=O)(=O)NCC2CCCO2)c1 (configuration not stated)
i,i,0.1,NS(=O)(=O)c1cc2c(cc1Cl)NC(CSCc1ccccc1)=NS2(=O)=O
i,i,-0.56,COc1ccc(N2CCN(S(=O)(=O)c3ccc4c(c3)NC(=O)CS4)CC2)cc1
i,i,2.51,CCCCn1c(CN2CCN(c3ccc(F)cc3)CC2)nc2c1c(=O)n(C)c(=O)n2C
i,i,-0.97,CC(C)OC(=O)C1C(=O)CC(C)(O)C(C(=O)OC(C)C)C1c1cccc([N+](=O)[O-])c1 (configuration not stated)
i,i,1.44,COc1ccc(OCCn2cc(C=O)c3ccccc32)cc1
i,i,1.12,Cc1c(-c2ccc(Cl)cc2Cl)nc2ccccc2c1C(=O)NCCN1CCOCC1
i,i,0.76,CCN(C(=O)c1cc2c(=O)[nH]c3ccc(C)cc3c2s1)c1ccccc1F
i,i,-1.92,O=C(NCC1CCCO1)c1csc2c1CCCCC2 (configuration not stated)
i,i,0.38,CCN1CCN(C(CNS(=O)(=O)c2cccs2)c2cccnc2)CC1 (configuration not stated)
i,i,0.7,Cc1nnc(N/N=C/c2cc(C)n(-c3ccc(F)cc3)c2C)n1N
i,i,-1.6,COc1ccc(N=C/C=C2/C=C(c3ccccc3)OC(C)(C)O2)cc1

Screening results from PubChem BioAssay.
